# Assay outcomes: PubChem, several laboratories
# Lmaj promast: inhibitors of Leishmania major promastigote growth | Leishmania major promastigotes, resazurin fluorescence viability | inhibition, % at 10 µM | 9% of 200,000 active | AID 1063; in the data active = inhibition above about 50%;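 note: promastigotes grown with compound for 44 hours at 28 °C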
# Redox H2O2 prof: compounds producing H2O2 with reducing agent – biochemical, NIH compound library profiling, artefact control for MLSCN library redox annotation, primary screen | DTT-dependent redox cycling H2O2, phenol red/HRP absorbance; 100% = 100 µM peroxide control, 0% = buffer | activation, % at 10 µM | 0.03% of 200,000 active | AID 878;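 active = activation of at least 50% relative to the plate's high and low controls in the primary single-dose screen; inactive = activation below 50%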;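 note: compound incubated with DTT at 0.8 mM final as the reducing agent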
# PMI act: activators of human phosphomannose isomerase; P34949; purified human PMI, coupled resazurin fluorescence, 20 min; hits give high values; 1 = vehicle control, 0 substrate-free wells; activation factor at 20 µM; 0.005% of 190,000 active; AID 1214;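 active = activation factor of 2 or more at 20 µM, relative to plate controls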
# Target sequence (P34949 whole entry, looked up): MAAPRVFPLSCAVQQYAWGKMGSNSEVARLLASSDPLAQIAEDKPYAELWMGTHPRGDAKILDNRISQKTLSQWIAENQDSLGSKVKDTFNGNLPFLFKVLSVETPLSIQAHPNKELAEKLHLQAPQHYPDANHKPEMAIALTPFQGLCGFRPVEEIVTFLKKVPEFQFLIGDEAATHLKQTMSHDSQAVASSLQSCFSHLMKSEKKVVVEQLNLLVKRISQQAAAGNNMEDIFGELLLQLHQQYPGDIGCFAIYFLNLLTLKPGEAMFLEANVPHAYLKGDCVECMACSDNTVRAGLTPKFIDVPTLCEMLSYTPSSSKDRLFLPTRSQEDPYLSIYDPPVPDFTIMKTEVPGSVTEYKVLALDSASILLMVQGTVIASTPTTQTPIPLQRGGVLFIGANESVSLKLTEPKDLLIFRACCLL
# HMGR II inh: E. faecalis class II HMG-CoA reductase inhibition | 0.41% of 190,000 active | inhibition, % at 10 µM | purified E. faecalis HMGR, NADPH absorbance 340 nm kinetic;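 active = inhibition above a set limit, the median over all tested compounds plus 3 SD, cut at about 9.5% in these data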;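 note: enzyme runs in reverse so mevalonate oxidation gives rising NADPH absorbance; 0% = complete reaction with DMSO and 100% = background rate lacking mevalonate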
# RAM inhibit: blocks the yeast RAM network; AID 868; inhibition, % at 50 µM; 1.8% of 190,000 active; S. cerevisiae dse1pr::URA3 reporter, 5-FOA growth OD615, 2 d; analog-sensitive cbk1-as2 kinase mutant strain;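 active = inhibition above a set limit, 3 SD over mean compound inhibition, cut at about 8.4% in these data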;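 note: 0% = DMSO-only wells with no growth and 100% = 10 µM 1-NA-PP1 full growth; inhibition rescues growth on 5-FOA so higher OD means more RAM inhibition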
# TNAP inh hi DEA: TNAP (human) inhibition, high acceptor. P05186. purified TNAP, CDP-star luminescence, 1 M DEA. inhibition, % at 20 µM. 0.03% of 200,000 active. AID 1135;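 active = over 50% inhibition of tissue-nonspecific alkaline phosphatase at 20 µM in the single-dose screen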;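 note: plate controls were DMSO wells for no effect and EDTA-quenched wells as full inhibition for full effect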
# PMI act satM6P: activators of human phosphomannose isomerase at near-saturating mannose 6-phosphate; P34949; coupled PMI enzyme assay, resazurin fluorescence, 20 min; hits give high values; 1 = untreated enzyme, 0 = substrate-free blank; activation factor at 20 µM; 0.34% of 190,000 active; AID 1216;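 active = activation factor of 2 or more at 20 µM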
#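 Test system: human phosphomannose isomerase with PGI, G6PDH, diaphorase coupling enzymes / Doses: 20 µM compound, 1% DMSO / Times: enzyme reaction with compound 20 min at room temperature / Measured by: Diaphorase-driven resazurin-to-resorufin fluorescence, excitation 544, emission 590 nm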
# S1P3 antagonist: blocks the human S1P3 receptor; Q99500; CHO S1P3 NFAT-BLA reporter, FRET fluorescence, antagonist mode; inhibition, % at 4.98 µM; 0.27% of 170,000 active;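 active = inhibition above the plate cutoff, the mean inhibition of test wells on that plate plus 3 SD, cut at about 28% in these data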;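 note: cells challenged with S1P at its EC80 of 0.8 µM; blue over green emission ratio from cleaved BLA substrate after 4 h stimulation; 0% = S1P-stimulated wells and 100% = unstimulated DMSO-only wells; some compounds past the cut are filed as inactive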
# Target sequence (Q99500 whole entry, looked up): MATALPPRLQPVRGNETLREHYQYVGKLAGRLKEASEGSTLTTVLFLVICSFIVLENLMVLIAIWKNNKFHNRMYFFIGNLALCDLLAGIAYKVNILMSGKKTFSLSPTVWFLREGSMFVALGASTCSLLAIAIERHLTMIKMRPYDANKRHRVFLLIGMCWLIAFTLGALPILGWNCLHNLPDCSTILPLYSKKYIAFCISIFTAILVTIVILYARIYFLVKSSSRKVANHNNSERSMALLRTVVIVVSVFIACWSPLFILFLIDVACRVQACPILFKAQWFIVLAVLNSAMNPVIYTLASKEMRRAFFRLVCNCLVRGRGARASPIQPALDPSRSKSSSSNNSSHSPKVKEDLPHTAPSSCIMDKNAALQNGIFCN
# TNAP inh no acc: blocks human TNAP activity with no phosphate acceptor present | P05186 | purified TNAP, CDP-star luminescence, 30 min | inhibition, % at 20 µM | 0.26% of 200,000 active | AID 1012;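 active = tissue-nonspecific alkaline phosphatase inhibition above about 50% at 20 µM in the single-dose screen, limit read from the data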;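 note: 0% = DMSO negative control and 100% = EDTA positive control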
# Hsp70 act: transcriptional activators of Hsp70; AID 1203; HeLa Hsp70 promoter luciferase reporter, luminescence; scaled: vehicle 0, proteasome-inhibitor control 100%; 0.04% of 200,000 active; activation, % at 10 µM;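 active = activation above the mean across all tested compounds plus 3 SD, cutoff set per campaign, cut at about 5.5% in these data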;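 note: 100% = MG132 at 30 µM as the positive control and 0% = DMSO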
# * marks the source's active call; other numbers are inactive results; . = not tested or not shown.
item	Molecule	Lmaj promast	Redox H2O2 prof	PMI act	HMGR II inh	RAM inhibit	TNAP inh hi DEA	PMI act satM6P	S1P3 antagonist	TNAP inh no acc	Hsp70 act
1	CC1(C)CC(=O)c2c(O)c(-c3ccccc3)c(=O)n(-c3ccccc3)c2C1	-5	-0.1	1.1	0	0.1	-7	1	7	-6	-0.1
2	Fc1ccccc1N=C1Nc2cccc3cccc1c23	9	-0.3	0.9	1	0.1	2	0.7	-3	7	-0.5
3	Cc1ccc(C(=O)N2CCN(C)CC2)cc1S(=O)(=O)N1CCCCC1	-9	-2.7	0.9	2	1.1	-4	0.8	.	-8	-0.1
4	Cc1ccc(-c2cccc(NC(=O)C3C4C=CC(C4)C3C(=O)O)c2)o1 (centres undefined)	38	0.5	1.1	-4	-1.3	-4	1.1	.	-18	-0.4
5	Brc1ccc(-c2csc(/N=C/N3CCOCC3)n2)cc1	-3	2.1	0.9	4	0.3	-6	0.8	8	-15	0.2
6	COc1ccc([C@@H](C)NC(=O)CCc2nnc(-c3cc(C)on3)o2)cc1	5	-2.0	1	2	0.9	-8	1.1	6	-11	-0.3
7	CC(C)(C)NC(=O)C(c1cccs1)N(Cc1cccs1)C(=O)c1csnn1 (centres undefined)	3	0.9	0.9	-5	0.4	-3	0.9	-9	-1	-0.3
8	O=C(CN1C(=O)C2CC=CCC2C1=O)Nc1ccc(S(=O)(=O)N2CCOCC2)cc1 (centres undefined)	11	1.6	1.1	-1	-1.2	-1	1	-12	-7	0.0
9	CC(C)Sc1nc2ccccc2n1CC(N)=O	-2	-1.2	1.1	-1	1.6	-4	1.1	-46	-13	0.0
10	O=c1o[nH]c(-c2ccccc2)c1C=Nc1ccc(Cl)cc1	-9	-2.1	1.3	7	1.0	3	1.2	4	8	0.0
11	COc1cc2c(cc1OC)C(c1cccs1)N(C(=O)C(C)C)CC2 (centres undefined)	73*	-7.1	0.9	0	0.0	-1	0.9	.	-1	-0.4
12	CCCC1=NN2C(=N)/C(=C\c3ccc(SCc4ccco4)o3)C(=O)N=C2S1	-12	1.2	1.2	-2	7.5	14	1.4	.	-3	-0.2
13	Cn1nc(N)nc1N1CCN(c2ccc(F)cc2)CC1	-2	13	1.1	-5	2.1	-3	1	6	2	-0.3
14	CC1CC(C)CN(C(=O)COC(=O)c2cc3ccccc3cc2O)C1 (centres undefined)	-5	-0.2	1	-6	4.5	-1	0.8	17	-4	-0.2
15	Cc1cc(N/N=C/c2ccc(O)cc2)nc(NS(=O)(=O)c2ccccc2)n1	-5	0.2	0.9	-9	1.5	1	0.9	-25	-13	-0.4
16	Cc1c(CCO)c(=O)n(-c2ccccc2)n1S(=O)(=O)c1ccc([N+](=O)[O-])cc1	-11	-2.4	1.4	2	1.0	0	1.2	16	-5	0.1
17	COc1cccc(/C=N/NC(=O)CCCC(=O)NC2CCCCC2)c1	-1	-0.1	0.8	-3	0.5	-3	1	6	-7	0.0
18	O=C(Nc1ccccc1)c1cnc2n(c1=O)CCS2	-5	-0.3	0.9	1	0.7	4	0.8	-2	-10	-0.2
19	COc1ccc(N(CC(=O)NC2CCCCCCC2)S(=O)(=O)c2c(C)nn(C)c2C)cc1	3	-0.3	1	0	1.9	-3	0.9	-11	-2	-0.2
20	Cc1cc(C(=O)OCC(=O)N2CC(=O)Nc3ccccc32)c(C)n1-c1ccccc1	2	0.1	0.8	-4	2.2	-2	0.8	-7	-1	-0.1
21	CCCOC(=O)c1ccc(Oc2c(-c3ccc(OC)cc3O)n[nH]c2C)cc1	12	-0.2	1	0	10*	3	1	-29	-2	0.0
22	COc1ccc(NC(=S)NNC(=O)CNc2ccc(Cl)cc2)cc1	-16	-3.1	1	2	4.2	-4	1.1	0	-98	-0.3
23	Fc1ccc(NC(=S)Nc2ccc(F)c(Cl)c2)cc1Cl	97*	-0.1	0.9	-6	-1.4	-10	0.9	.	9	-0.4
24	CCc1ccc(-n2c(C)cc(/C=N/NC(=O)c3ccncc3)c2C)cc1	-3	-0.7	1.2	-2	-0.9	2	0.9	12	1	0.1
25	Fc1ccc(CSc2nnc(-c3cccs3)o2)cc1	-3	1.9	0.9	-2	0.0	-4	1	0	-16	0.2

# Continued.
item	Molecule	Lmaj promast	Redox H2O2 prof	PMI act	HMGR II inh	RAM inhibit	TNAP inh hi DEA	PMI act satM6P	S1P3 antagonist	TNAP inh no acc	Hsp70 act
26	Cc1nc(Nc2ccccc2)[nH]c(=O)c1CCC(C)C	23	0.7	0.9	7	1.1	-6	0.9	18	9	0.4
27	Cc1cccc(OCCn2c(=O)sc3ccccc32)c1	-3	-0.7	0.8	8	0.5	-1	0.8	.	-8	-0.1
28	COc1ccc(CNC(=O)C(=O)NCC2OCCN2S(=O)(=O)c2cccs2)cc1 (centres undefined)	-4	0.4	1	5	1.8	-2	1	-6	-4	-0.2
29	Cc1ccsc1/C=N/NC(=O)CNC(=O)c1ccc(S(=O)(=O)N(C)C)cc1	52*	-0.8	1	-1	0.4	0	1	-38	-8	-0.3
30	Cc1occc1-c1nnc(SCC(=O)N2CCN(c3ccccc3F)CC2)n1C	4	-0.7	1	7	2.6	-5	1	-19	-10	-0.7
31	C=CCn1c(N)c(-c2nc3ccccc3n2C)sc1=S	-1	3.2	1	3	1.6	5	1.1	-20	-37	-0.3
32	O=[N+]([O-])c1ccc(N/N=C/c2ccc(OCc3cccc4ccccc34)cc2)nc1	4	1.6	1.3	0	3.9	11	1.4	2	4	-0.2
33	CCOC(=O)c1c(C)n(C)c2cc(-c3ccc(C)cc3)c(O)cc12	3	0.7	1	1	2.1	-6	0.8	7	-12	-0.3
34	O=C(OCC(=O)N1N=C(c2ccc(Cl)cc2)CC1c1ccco1)c1ccccc1O (centres undefined)	20	0.1	0.9	0	2.0	-6	1	.	7	-0.2
35	CCN1C(=O)C(CC(=O)Nc2ccc(Br)cc2)N(CCCc2ccccc2)C1=S (centres undefined)	92*	2.5	1	0	11*	-7	1.1	.	1	-0.1
36	Cc1ccccc1C(=O)NNC(=O)Nc1ccccc1	-12	8.9	1	0	1.5	-4	1	-2	-23	-0.4
37	CC/C(=N\O)C(C)(C)/[N+]([O-])=C/c1ccc(Br)cc1	-10	2.1	1	-3	-0.1	-2	1	-10	-13	-0.1
38	Cc1cc(C)n2nc(SCc3ncc(-c4ccccc4)o3)nc2n1	.	.	0.8	-1	2.2	-3	0.9	-20	-5	.
39	CCc1[nH]nc(C(=O)N2CCCC(CCC(=O)N3CCN(c4ccccn4)CC3)C2)c1C (centres undefined)	-6	-0.4	1	-6	-0.5	-4	1	13	36	-0.5
40	Cc1cc(C)nc(SCc2csc(-c3ccccc3)n2)n1	1	-0.1	0.8	-1	-1.4	4	0.9	20	1	0.1
41	Cc1cc2nc(SC(C)C(=O)O)[nH]c2cc1C (centres undefined)	-3	0.3	1	-1	3.1	-6	1	-8	28	0.1
42	CCOC(=O)C1CCN(C(=O)NS(=O)(=O)c2ccc(C)cc2)CC1	-3	-0.2	1	0	0.0	-5	1	-20	-12	0.0
43	CC(/C=C/C=C/c1ccccc1)=N\NC(=O)c1cccnc1	6	-0.5	1.6	-3	0.1	-5	2.1*	3	6	-0.4
44	CCOC(=O)C1CCCN(C(=O)Cc2c(F)cccc2Cl)C1 (centres undefined)	-1	-0.9	1	-2	-0.7	-2	1	-11	-8	0.1
45	CC1CCN(c2nnc(N)s2)CC1	6	-0.1	1	4	2.2	-2	1	-4	-10	-0.3
46	Cc1ccc(C)c(S(=O)(=O)NCc2ccc(C(=O)N3CCCCC3C)cc2)c1 (centres undefined)	4	0.2	1	-3	0.4	-7	1	.	-7	-0.3
47	CCOc1ccccc1OCCOc1ccc(F)cc1	-2	-3.5	1.1	0	1.9	-9	1	.	-7	0.0
48	O=[N+]([O-])c1ccc(Oc2ccc(C(F)(F)F)cn2)cc1	4	-0.6	0.8	-1	2.5	-2	0.9	7	-4	0.7
49	O=C(c1ccccc1)c1cnc(Nc2ccc(Cl)c(Cl)c2)s1	-2	-4.8	1	-2	3.2	2	1	.	-3	0.1
50	O=C(CSc1nc2ccccc2c(=O)[nH]1)c1ccc(O)c(O)c1	17	-2.5	0.8	5	1.1	4	0.8	6	22	-0.3

# (more compounds)
item	Molecule	Lmaj promast	Redox H2O2 prof	PMI act	HMGR II inh	RAM inhibit	TNAP inh hi DEA	PMI act satM6P	S1P3 antagonist	TNAP inh no acc	Hsp70 act
51	CC1=C(C(=O)OCc2ccccc2)C(c2cccc([N+](=O)[O-])c2)NC(=O)N1CCCCCC(=O)O (centres undefined)	-4	0.7	1	-3	11*	-6	1	-2	-11	-0.1
52	O=C(Nc1cccnc1)c1ccc(-c2ccc(Cl)cc2)o1	14	0.1	0.9	0	-0.7	-1	1	-10	1	0.4
53	CSc1ccc(S(=O)(=O)NCc2ccccc2C)cc1	1	-0.4	1	-5	-1.2	-6	1	-6	-9	0.0
54	O=C(O)c1cccc(S(=O)(=O)N2CCCC2)c1	-3	1.5	1	0	0.3	-6	0.9	-17	-10	0.4
55	O=C(N/N=C/C=C/c1ccco1)c1cccnc1	-5	-3.0	1	-2	1.9	-1	1.1	.	-5	-0.1
56	CC(=O)c1ccc(C#CC(C)(C)O)s1	3	-0.5	0.8	-3	0.3	2	0.9	.	-3	-0.4
57	COc1ccc(N=NC2=C(O)CC(C)(C)CC2=O)c(OC)c1	15	2.3	1	3	0.2	32	1.1	.	30	0.0
58	Cc1ccc(OCC(=O)NCc2ccccn2)c(Br)c1	0	1.8	1	-1	0.5	-1	1	-22	-16	0.2
59	CCCOc1ccc(C(=O)Nc2ccc(Cl)cn2)cc1	-5	0.4	1	-5	-1.0	0	0.9	.	6	-0.3
60	c1ccc(-c2ccc(OCCCn3cncn3)cc2)cc1	96*	-3.3	0.8	-4	-1.2	4	0.9	3	-3	0.0
61	COc1ccccc1OCC(=O)NCc1cccs1	2	-0.2	0.9	-4	-0.2	1	0.9	-28	-8	-0.2
62	COC(=O)C1=C(C)Nc2nnnn2C1c1cccnc1 (centres undefined)	-7	1.0	1.1	0	0.8	-4	1.1	.	-7	-0.5
63	O=C(N/N=C/c1cc([N+](=O)[O-])ccc1O)c1ccc2c(c1)OCCO2	98*	0.3	1	0	2.7	15	1.2	-21	11	-0.4
64	COc1ccccc1NC(=S)N(c1ccccc1)C(C)C	-4	-1.8	0.9	6	-0.4	-4	1	-19	-34	-0.3
65	O=C(Nc1ccccc1-c1nc2ccccc2[nH]1)c1ccc(S(=O)(=O)N2CCCCC2)cc1	22	-3.1	1.1	2	3.5	-5	1.1	.	14	1.4
66	CSc1cccc(NC(=O)CCCOc2ccc(Cl)cc2C)c1	-3	0.5	0.9	-6	7.6	-2	0.9	-22	-9	0.1
67	O=C(NCC(c1cccnc1)N1CCN(c2ccc(F)cc2)CC1)c1ccccc1 (centres undefined)	89*	-1.2	0.9	0	0.3	-4	1	-29	-12	-0.2

# Printed as active in PMI act satM6P, among the entries above:
no.	Compound	Redox H2O2 prof	PMI act	HMGR II inh	RAM inhibit	TNAP inh hi DEA	PMI act satM6P	S1P3 antagonist	TNAP inh no acc	Hsp70 act
43	CC(/C=C/C=C/c1ccccc1)=N\NC(=O)c1cccnc1	-0.5	1.6	-3	0.1	-5	2.1*	3	6	-0.4
